# Bioassay records as filed in PubChem BioAssay.
# Tb PFK block: qHTS Assay to Find Inhibitors of T. brucei phosphofructokinase. AID 485367, 2010. Potency, µM (doses to about 57.5 µM), for the others: at the top dose activity, negative = inhibition, most hits filed as inhibitors. T. brucei PFK, ADP-Glo luminescence. 0.17% of 330,000 active. ATP-dependent 6-phosphofructokinase (Trypanosoma brucei brucei), O15648;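 further: potency means the concentration at half of the fitted maximal effect; 0% = uninhibited 1x PFK enzyme wells and -100% = no-enzyme wells; nearly all actives have a fitted effect of over 60% in size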
#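 1.25 nM PFK with 0.5 mM F6P and 0.1 mM ATP in 0.1 M TEA pH 8.0, 5 mM MgCl2, incubated 45 min at room temperature; ADP measured by ADP-Glo luminescence; compounds titrated up to 57 uM.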
# Chronic BCR inh: qHTS Assay to Find Inhibitors of Chronic Active B-Cell Receptor Signaling; ABC-DLBCL IkBa-CBG/CBR reporter, luminescence ratio, 4 h; Potency, µM (highest dose often 46.1 µM), inactives show at the top dose ratio change, negative = lower green/red ratio, usual class: inhibitors; 0.05% of 340,000 active; AID 493014, 2011; active means well fitted inhibition curve with a large enough effect in the signal ratio, with a control signal flat, not every such curve was filed as active; inconclusive means small, poorly fitted or top-dose-only effect, or effect the other way, or a change in a side signal; the % refers to the signal ratio;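 further: potency means the concentration at half of the fitted maximal effect; plate controls were basal doxycycline-induced cells for no effect and cells given 10 µM MG132 for full effect; MG132 reads +100%, hits lower the ratio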
#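 TMD8 human ABC-DLBCL cells with doxycycline-inducible IκBα–green luciferase fusion and unfused red luciferase, in 0.5% FBS medium; compounds up to 46 uM, 4 h at 37C. Green/red luminescence ratio, filter-overlap corrected, fitted to concentration-response curves.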
# TCR act: Activators of T cell receptors: qHTS campaign | primary human leukocytes, anti-CD3, IL-2 HTRF, 48 h | Potency, µM (series often up to 9.22 µM), for inactives: at the top dose activation of IL-2 secretion, usual class: activators | AID 504894, 2011 | 330,000 tested, under 10 active; further: % of control where 0% means no effect
#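 Activity was scored as IL-2 release from primary human leukocytes given only a TCR signal (a-CD3 beads) plus compound for 48 hr. Detection used a two-antibody HTRF format read at 665nm.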
# KCNH2 WT inh: qHTS for Inhibitors of KCHN2 3.1: Wildtype qHTS; Voltage-gated inwardly rectifying potassium channel KCNH2 (Homo sapiens), Q12809; U2OS, BacMam KCNH2, thallium flux FluxOr; stronger effect = lower value; activity change, % at 1.84 µM; 0.37% of 340,000 active; AID 720551, 2013;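 active means maximum activity change below -70%; inconclusive means maximum activity change between -70% and -50%; inactive means maximum activity change above -50%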; further: on the % scale 0 is the no-effect control and ±100 the full control effect
#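 U2OS cells transduced with wild-type KCNH2 virus are loaded with FluxOr dye for 45 min, and thallium flux is measured in kinetic reads before and after stimulation buffer. Rate constants are normalized to DMSO controls.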
# GALK inhibitor: qHTS Assay for Inhibitors of Human Galactokinase (GALK); Potency, µM (highest dose often 57.5 µM), for the others: at the top dose activity change, negative = inhibition, most hits filed as inhibitors; 0.007% of 270,000 active; AID 1868, 2009; P51570; Purified GALK, Kinase-Glo residual ATP luminescence; further: potency means the concentration at half of the fitted maximal effect; on the % scale 0 is the no-effect control and ±100 the full control effect
#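 Human GALK (5 nM) with 35 uM ATP and 100 uM galactose in 20 mM HEPES pH 8.0, 5 mM MgCl2, 60 mM NaCl, 1 mM DTT, 0.01% BSA. After 1 h at room temperature, leftover ATP was read by Kinase-Glo Plus luminescence.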
# AT treatment: qHTS Assay for Identifying a Potential Treatment of Ataxia-Telangiectasia; […] A-T fibroblasts, KAP-1 phosphorylation AlphaLISA; neocarzinostatin DNA damage 30 min before lysis; Potency, µM (titrated, usually from 57.5 µM), for inactives: at the highest dose activation, most hits filed as activators; 0.19% of 320,000 active; further: potency means the concentration at half of the fitted maximal effect; % of control where 0% means no effect; nearly all actives have a fitted effect of over 45% in size
#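 hTERT-immortalized A-T patient fibroblasts ([…]), 500 cells/well in OPTI-MEM, 1% FBS, got compounds for 60 min, then NCS for 30 min at 37C. Lysates were then assayed for phospho-KAP-1 by AlphaLISA (anti-pKAP1 donor, anti-KAP1 acceptor beads), 6 hr at 25C.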
# CXXC DNA block: qHTS Fluorescence Polarization Assay for Inhibitors of MLL CXXC domain - DNA interaction; AID 2662, 2010; 0.037% of 290,000 active; MLL-CXXC / FITC-HOXA9 DNA fluorescence polarization; Potency, µM (highest dose often 115 µM), without a hit: top-dose activity change, negative = inhibition, actives largely listed as inhibitors; Histone-lysine N-methyltransferase 2A (Homo sapiens), Q03164; active means well fitted inhibition curve with a large enough effect in the polarisation, with a control signal flat, not every such curve was filed as active; inconclusive means small, poorly fitted or top-dose-only effect, or effect the other way, or a change in a side signal; inactive means no such curve, though single readings can be large or run the other way; the % refers to the polarisation; further: potency means the concentration at half of the fitted maximal effect
#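 Purified MLL-CXXC (added from a 7 uM solution) was preincubated 5 min at ambient with pinned compounds in 50 mM Tris-HCl pH 7.5, 50 mM NaCl, 1 mM DTT, 0.05% BSA. Fluorescein-labeled HOX-A9 DNA (50 nM solution) followed, 30 min, then polarization read.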
# TSHR antagonist: Antagonists of the Thyroid Stimulating Hormone Receptor: HTS campaign. Thyrotropin receptor (Homo sapiens), P16473. TSHR-expressing cells, TSH-stimulated cAMP HTRF, 2 h; stronger effect = lower value. activity change, negative = inhibition, % at 11.5 µM. 0.2% of 330,000 active. AID 504810, 2011;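 active means activity change below a set negative limit, meaning inhibition stronger than a set level, cut at about -70% in these data; inconclusive means activity change between two set negative limits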; further: on the % scale 0 is the no-effect control and ±100 the full control effect
#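 Cell-based HTRF cAMP assay; TSHR cells + compound, TSH EC80 (4nM final), 2 h, 37 deg C. Lysis with anti-cAMP cryptate and cAMP-d2, 30 min RT, read 665/620 nm.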
# Coupling enz: qHTS Assay for Inhibitors of Fructose-1,6-bisphosphate Aldolase from Giardia Lamblia: Coupling assay counterscreen; coupling enzyme system counterscreen, AmpLite Red fluorescence; activity change, negative = inhibition, % at 58.2 µM, hits read low; 0.67% of 290,000 active; AID 2472, 2010; in the data active means activity change below about -30%; further: on the % scale 0 is the no-effect control and ±100 the full control effect
#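 Compounds tested against the coupling enzymes alone at 57.5 uM final; readout was AmpLite Red fluorescence (525/598 nm) after 20 min at RT.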
# Giardia kill: Small Molecules that selectively kill Giardia lamblia: qHTS | Giardia lamblia trophozoite viability | activity change, % at 7.66 µM, hits read low | 0.15% of 340,000 active | AID 540267, 2011; in the data active means activity change below about -80%; inconclusive means between about -30% and that limit;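 further: parasites exposed to compound for two days anaerobically before the ATP read; on the % scale 0 is the no-effect control and ±100 the full control effect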
#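 Viability, read as ATP luminescence: trophozoites at 100 cells/well, compound added, 48 hrs anaerobic at 37 deg C, then 15-30 min room-temperature development before reading.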
# * hit, by the source's call; ? = inconclusive; nt = not tested or not shown; & = joins results of further samples; [ ] = dose if it differs, or a comment. Unless noted, the call rests on the fitted dose curve; in most records, active means well fitted curve in the direction sought with a large enough effect; inconclusive means small, poorly fitted or top-dose-only effect, or another doubt; inactive means no such curve, though single readings can be large; an effect the other way counts as inactive or inconclusive. Only part of the results is shown; rates above refer to the full screens.
# Start of the listing, in advance, 2 compounds:
SMILES,Tb PFK block,Chronic BCR inh,TCR act,KCNH2 WT inh,GALK inhibitor,AT treatment,CXXC DNA block,TSHR antagonist,Coupling enz,Giardia kill
Cc1c(Cl)cccc1N1C(=O)NC(=O)/C(=C\c2cc(C)n(-c3cccc(C(=O)O)c3C)c2C)C1=O,1%,3%,-2%,-3,1%,3%,?,3,4,7
C(=N\NC1=NCCCCC1)/c1c[nH]c2ccccc12,11%,10%,0%,23,-1%,-1%,24%,-11,2,-8

# The listing, from the first entry:
SMILES,Tb PFK block,Chronic BCR inh,TCR act,KCNH2 WT inh,GALK inhibitor,AT treatment,CXXC DNA block,TSHR antagonist,Coupling enz,Giardia kill
Cc1c(Cl)cccc1N1C(=O)NC(=O)/C(=C\c2cc(C)n(-c3cccc(C(=O)O)c3C)c2C)C1=O,1%,3%,-2%,-3,1%,3%,?,3,4,7
C(=N\NC1=NCCCCC1)/c1c[nH]c2ccccc12,11%,10%,0%,23,-1%,-1%,24%,-11,2,-8
COC(=O)C1=C(c2ccc(OC(F)(F)F)cc2)C[C@@H]2CC[C@H]1N2C(=O)N1CCCCC1,-11%,-1%,7%,-6,nt,16%,nt,-31,nt,2
Nc1ccc(S(=O)(=O)N2CCCCC2c2cccnc2)cc1 (configuration not stated),-2%,?,-6%,5,1%,-8%,-11%,0,-16,6
CCOc1ccc(-n2c(O)c(C=NCCCn3ccnc3)c(=O)[nH]c2=O)cc1,2%,?,-3%,2,-1%,-4%,8%,-5,1,13
NC(=O)c1cn(C2OC(CO)C(O)C2O)c2ncnc(N)c12 (configuration not stated),0%,?,2%&0%,-6&0,nt,-20%,2%,4,2,-14&16
O=c1[nH]c(CN2CC=C(c3ccccc3)CC2)nc2scc(-c3ccccc3)c12,-16%,-1%,5%,-3,0%,?,-1%,15,-5,7
CC1=C(/C=C/c2ccccc2)CCN(C)C1,7%,7%,nt,11,0%,-4%,-6%,-6,-2,6
NCC1(c2ccc3c(c2)OCCO3)CCCC1,3%,1%,4%,4,-1%,6%,15%,40,-1,4
CCN1CCN(C(=O)COc2ccc(S(=O)(=O)NC(C)C)cc2)CC1,2%,10%,-2%[46.1 µM],-3,-3%,-2%,2%,9,2,-10
CCN(CCO)c1ccc(N=Cc2c(O)n(C)c(=S)[nH]c2=O)cc1,2%,8%,5%,-4,0%,10%,?,-1,-47*,-13
O=C1NC(=O)N(c2ccc(Cl)cc2)C(=O)/C1=C/c1coc2ccc(O)cc2c1=O,-12%,3%,-2%,-14,0%,?,11%,5,10,-8
CCOC(=O)c1nc2ccccc2c(=O)n1-c1ccc(C)cc1,1%,24%,2%,-6,-4%,1%,-1%,-5,0,2
COc1ccccc1OCCCn1cc(C(C)=O)c2ccccc21,2%,-9%,-4%,-15,1%,2%,-7%,-10,-4,25
NC(=O)c1c(NC(=O)c2ccc(S(=O)(=O)N(CCCl)CCCl)cc2)sc2c1CCCCC2,-4%,0%,-5%[46.1 µM],-2,2%,-1%,3%,8,0,-13
COC(=O)C(O)(c1ccc(N(C)C)cc1)C(F)(F)F (configuration not stated),5%,4%,0%,nt,9%,0%,-1%,2,3,-9
CC(C)(C)c1nc(N2CCN(C(=O)c3ccco3)CC2)c2nnn(Cc3ccccc3Cl)c2n1,3%,6%,-1%,5,3%,1%,-2%,?,-1,5
O=C(c1cc(=O)[nH]c2ccc(Br)cc12)N1CCC2(CC1)OCCO2,-2%,1%,-5%,0,1%,1%,-22%,0,1,7
C[C@]12CC[C@H](O)CC1=CCC1C2CC[C@@]2(C)C1CC[C@@H]2OCc1ccccc1 (some centres not stated),0%,0%,5%,-5,nt,16%,nt,2,nt,-3
Cc1c(NC(=O)c2ccccc2N)cccc1C(=O)O,0%,?,-5%,-9,1%,-5%,1%,6,0,-10
CCC(=NCCc1ccccc1)c1c(O)n(C2CCCCC2)c(=O)[nH]c1=O,0%,?,1%,-4,0%,-1%,5%,-5,-1,-2
NS(=O)(=O)c1ccc(N=Cc2c(O)n(C3CCCCC3)c(=O)n(C3CCCCC3)c2=O)cc1,-1%,0%,1%,-12,9%,8%,0%,-3,0,0
C=CCn1c(O)c(/C=C2/C=CC=N2)c(=O)[nH]c1=O,1%,-9%,-8%[46.1 µM],-2,0%,-4%,6%,1,1,11
CN1CCN(Cc2c(F)cccc2Cl)CC1,0%,?,0%,1,-3%,3%,-6%,5,0,6
Cc1cc(C)cc(NC2=NCCCS2)c1,-4%,-1%,-1%,-3,0%,-3%,2%,-4,1,8

# (list continues)
SMILES,Tb PFK block,Chronic BCR inh,TCR act,KCNH2 WT inh,GALK inhibitor,AT treatment,CXXC DNA block,TSHR antagonist,Coupling enz,Giardia kill
O=c1[nH]c(=S)n(-c2ccc(Br)cc2)c(O)c1C=Nc1ccc(N2CCOCC2)cc1,0%,-1%,-7%[46.1 µM],-1,0%,-2%,?,-12,-1,3
Cn1c(O)c(/C=C2\C=Nc3ccc(Br)cc32)c(=O)n(C)c1=O,-3%,0%,-6%,0,nt,-14%,-3%,8,2,9
COC(=O)C1=C(c2ccc(-c3ccccc3)c(F)c2)C[C@@H]2CC[C@H]1N2C(=O)NCc1cccc2ccccc12,2%,-7%,-4%,-6,nt,8%,nt,-8,nt,5
COc1cc(O)cc2cc3c(c(O)c12)C(=O)CC(C)(O)O3 (configuration not stated),0%,?,0%,-5,1%,-3%,?,-5,-43*,-14
O=S(=O)(c1ccccc1)N1CCN(c2ccnc3cc(Cl)ccc23)CC1,5%,?,3%,-10,-1%,-3%,-7%,-12,3,-22
CCn1cc(C(=O)NCc2ccccc2)c2ccccc21,-1%,-9%,0%,-1,-2%,3%,0%,-1,1,-26
Clc1ccc(C(c2ccccc2)c2ncc[nH]2)cc1 (configuration not stated),0%,12%,-4%[46.1 µM],3,-4%,-2%,0%,-21,-2,3
C=CCn1c(O)c(C(C)=NCCCN(C)C)c(=O)[nH]c1=O,3%,-3%,0%,-4,nt,-2%,-8%,0,6,-5
COc1cc2c(c(OC)c1OC)-c1ccc(O)c(=O)cc1C(NC(C)=O)CC2 (configuration not stated),2%,?,-4%,-2,8%,-2%,1%,11,-1&-1,6
CC(C)(C)C(=O)c1cn(Cc2ccccc2)c2ccccc12,2%,1%,-3%,5,0%,15%,6%,1,-9,6
Clc1cccc(C2NCc3ccccc3-n3cccc32)c1 (configuration not stated),-10%,5%,0%,-3,-1%,22%,0%,-16,4,1
CC(C)n1c(O)c(C=NCc2cccnc2)c(=O)[nH]c1=S,-3%,-10%,-8%,18,-1%,12%,6%,2,1,7
CC(C)c1cccc(C(C)C)c1O,nt,nt,8%,-4,nt,nt,-7%,-5,-1&-3&0,-12
COc1ccc(CCn2c(O)c(/C=N/N3CCOCC3)c(=O)[nH]c2=O)cc1OC,-1%,3%,2%,4,3%,-8%,5%,-10,4,-1
CCC(C)NS(=O)(=O)c1ccc(OCC(=O)N2CCN(CC)CC2)cc1 (configuration not stated),-3%,-1%,2%[46.1 µM],-7,1%,1%,6%,17,1,-6
Oc1cc(Cl)ccc1Oc1ccc(Cl)cc1Cl,nt,nt,7%,5,nt,nt,-7%,nt,0,3

# Random excerpt: three records from the list, in no set order.
SMILES,Tb PFK block,Chronic BCR inh,TCR act,KCNH2 WT inh,GALK inhibitor,AT treatment,CXXC DNA block,TSHR antagonist,Coupling enz,Giardia kill
COC(=O)C1=C(c2ccc(-c3ccccc3)c(F)c2)C[C@@H]2CC[C@H]1N2C(=O)NCc1cccc2ccccc12,2%,-7%,-4%,-6,nt,8%,nt,-8,nt,5
CC(C)n1c(O)c(C=NCc2cccnc2)c(=O)[nH]c1=S,-3%,-10%,-8%,18,-1%,12%,6%,2,1,7
COc1cc(O)cc2cc3c(c(O)c12)C(=O)CC(C)(O)O3 (configuration not stated),0%,?,0%,-5,1%,-3%,?,-5,-43*,-14
